Vif-APOBEC3F blk = qHTS for Inhibitors of Vif-A3F Interactions: qHTS | HeLa A3F-eYFP + Vif (tagged APOBEC3F with the HIV-1 protein that degrades it), YFP fluorescence increase | Potency, µM (doses to about 46.1 µM), for inactives: at the top dose activity, negative = active | 390,000 compounds, 0.2% hits | AID 602313, 2012; further: potency means the concentration at half of the fitted maximal effect; % of control where 0% means no effect; nearly all actives have a fitted effect of over 65% in size
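HeLa cells stably expressing Vif plus C-terminally eYFP-tagged A3F were seeded, incubated overnight at 37 deg C, dosed with compound, incubated overnight again at 37 deg C. Yellow fluorescence (Ex 488/Em 500-530) reported blocked Vif-mediated A3F-eYFP degradation.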
Glioma ERSR ind = qHTS for Inducers of the Endoplasmic Reticulum Stress Response (ERSR) in Human Glioma: qHTS; 420,000 compounds, 0.02% hits; Potency, µM, inactives show at the highest dose activation, hits mostly activators; AID 602332, 2012; U87-MG GRP78 promoter luciferase reporter, 16 h; further: potency means the concentration at half of the fitted maximal effect; series mostly up to about 76 µM; % of control where 0% means no effect; nearly all actives have a fitted effect of over 35% in size
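Stably transfected U87-MG glioma cells carrying a GRP78-based luciferase sensor; 16 h compound incubation. Luminescence end-point read 10 min after Bright-Glo addition at room temperature.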
mIDH1 inhibitor = qHTS for Inhibitors of mutant isocitrate dehydrogenase 1 (IDH1): qHTS. Isocitrate dehydrogenase [NADP] cytoplasmic (Homo sapiens), O75874. IDH1-R132H enzyme, NADPH consumption, diaphorase/resazurin fluorescence. Potency, µM (doses to about 76.6 µM), for the others: top-dose activity change, negative = inhibition, actives largely listed as inhibitors. 390,000 compounds, 0.093% hits. AID 602179, 2012; further: potency means the concentration at half of the fitted maximal effect; on the % scale 0 is the no-effect control and ±100 the full control effect; nearly all actives have a fitted effect of over 65% in size
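IDH1-R132H (0.5 ug/mL) preincubated 30 min with compound, then NADPH (0.016 mM) and alpha-KG (2 mM) added; 80 min at RT, pH 7.5. Remaining NADPH coupled via diaphorase/resazurin to fluorescence (540/590 nm); concentration-response curves normalized to no-enzyme control.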
Vif-A3G inh = qHTS for Inhibitors of Vif-A3G Interactions: qHTS; DNA dC->dU-editing enzyme APOBEC-3G (Homo sapiens), Q9HC16; HeLa A3G-eYFP + Vif (tagged APOBEC3G with the HIV-1 protein that degrades it), YFP fluorescence, overnight; Potency, µM (doses to about 46.1 µM), for the others: at the top dose activity, negative = active, actives largely listed as inhibitors; 410,000 compounds, 0.076% hits;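 further: potency means the concentration at half of the fitted maximal effect; on the % scale 0 is the no-effect control and ±100 the full control effect; nearly all actives have a fitted effect of over 60% in size; hits raise eYFP signal because A3G escapes Vif-driven loss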
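Read-out is eYFP fluorescence (Ex 488/Em 500-530) from Vif-expressing HeLa A3G-eYFP cells; more signal means A3G escaped Vif-mediated degradation. Cells plated overnight, compound pinned in, incubated overnight at 37 deg C.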
TrxR1 substrate = qHTS Assay for Substrates of Mammalian Selenoprotein Thioredoxin Reductase 1 (TrxR1): qHTS; Thioredoxin reductase 1, cytoplasmic (Rattus norvegicus), O89049; purified TrxR1 substrate turnover, NADPH consumption readout; Potency, µM (series often up to 114 µM), for inactives: top-dose activity change, negative = substrate turnover; 390,000 compounds, 0.01% hits; AID 588456, 2011; further: potency means the concentration at half of the fitted maximal effect; on the % scale 0 is the no-effect control and ±100 the full control effect; nearly all actives have a fitted effect of over 50% in size
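Rat TrxR1, dispensed at 90 nM, was prereduced with 400 uM NADPH (final) for 5 min at ~22 deg C, then incubated with compound 15 min before 400 uM selenite. A first-read NADPH fluorescence drop versus no-compound background flagged substrates.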
TrxR1 inh = qHTS Assay for Inhibitors of Mammalian Selenoprotein Thioredoxin Reductase 1 (TrxR1): qHTS. Thioredoxin reductase 1, cytoplasmic (Rattus norvegicus), O89049. recombinant rTrxR1, NADPH fluorescence consumption, selenite substrate. Potency, µM (titrated, usually from 114 µM), inactives show top-dose activity change, negative = inhibition, hits mostly inhibitors. 390,000 compounds, 1% hits. AID 588453, 2011; further: potency means the concentration at half of the fitted maximal effect; on the % scale 0 is the no-effect control and ±100 the full control effect; nearly all actives have a fitted effect of over 65% in size
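Rat TrxR1 (90 nM in the dispensed reagent) was pre-reduced with 400 uM NADPH for 5 min at room temperature, then incubated with compound for 15 min. After 400 uM selenite was added, NADPH fluorescence (Ex 340/Em 450 nm) was followed for 8 min.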
LDHA block = qHTS assay for inhibitors of human lactate dehydrogenase. purified LDHA, NADH/diaphorase-resazurin fluorescence; active compounds read low. activity change, % (values are at about 110 or 230 µM). 480,000 compounds, 0.15% hits; in the data active means activity change below about -30%; inconclusive means mostly about -25% to -30%;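 further: plate controls were DMSO wells for no effect and wells without enzyme for full effect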
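LDH5 2 nM; NADH 0.06 mM, pyruvate 0.2 mM; 200 mM Tris pH 7.4, EDTA, Tween-20; 5 min RT. Detection: diaphorase 0.133 mg/mL + resazurin 37 µM, fluorescence ex540/em590 at 0 and 20 min; normalized to enzyme-free and DMSO wells.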
RGS4 inhibitor = Inhibitors of Regulator of G Protein Signaling (RGS) 4: qHTS. AID 504845, 2011. 390,000 compounds, 0.039% hits. Transcreener GDP fluorescence polarization, RGS4-accelerated GTP hydrolysis. Regulator of G-protein signaling 4 (Homo sapiens), P49798. Potency, µM (top dose mostly 114 µM), for the others: at the top dose activity change, negative = inhibition, most hits filed as inhibitors; further: potency means the concentration at half of the fitted maximal effect; on the % scale 0 is the no-effect control and ±100 the full control effect; nearly all actives have a fitted effect of over 75% in size; some results filed as inactive show a strong effect at the top dose
Target sequence (P49798 whole entry, looked up): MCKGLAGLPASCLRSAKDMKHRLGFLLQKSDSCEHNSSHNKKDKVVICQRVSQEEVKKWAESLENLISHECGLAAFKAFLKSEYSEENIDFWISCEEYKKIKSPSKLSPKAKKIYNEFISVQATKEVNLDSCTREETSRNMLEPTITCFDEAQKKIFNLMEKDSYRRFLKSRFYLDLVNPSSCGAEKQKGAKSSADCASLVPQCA
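MLSMR compounds (23 nl, pin-transferred) preincubated 10 min at room temperature with a 500nM (2x) first reagent, then RGS4 at 900nM (2x) plus Transcreener GDP mix added; fluorescence polarization (620/688 nm) read before and after 90 min at 30 °C.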
USP1-UAF1 inh = Inhibitors of USP1/UAF1: Primary Screen | Ubiquitin carboxyl-terminal hydrolase 1 (Homo sapiens), O94782 | recombinant USP1/UAF1, Ub-Rhodamine cleavage fluorescence | Potency, µM (doses to about 57.1 µM), for the others: at the highest dose activity change, negative = inhibition, hits mostly inhibitors | 390,000 compounds, 0.23% hits | AID 743255, 2014; further: potency means the concentration at half of the fitted maximal effect; on the % scale 0 is the no-effect control and ±100 the full control effect; nearly all actives have a fitted effect of over 60% in size; inactives centre near -12
Target sequence (O94782 whole entry, looked up): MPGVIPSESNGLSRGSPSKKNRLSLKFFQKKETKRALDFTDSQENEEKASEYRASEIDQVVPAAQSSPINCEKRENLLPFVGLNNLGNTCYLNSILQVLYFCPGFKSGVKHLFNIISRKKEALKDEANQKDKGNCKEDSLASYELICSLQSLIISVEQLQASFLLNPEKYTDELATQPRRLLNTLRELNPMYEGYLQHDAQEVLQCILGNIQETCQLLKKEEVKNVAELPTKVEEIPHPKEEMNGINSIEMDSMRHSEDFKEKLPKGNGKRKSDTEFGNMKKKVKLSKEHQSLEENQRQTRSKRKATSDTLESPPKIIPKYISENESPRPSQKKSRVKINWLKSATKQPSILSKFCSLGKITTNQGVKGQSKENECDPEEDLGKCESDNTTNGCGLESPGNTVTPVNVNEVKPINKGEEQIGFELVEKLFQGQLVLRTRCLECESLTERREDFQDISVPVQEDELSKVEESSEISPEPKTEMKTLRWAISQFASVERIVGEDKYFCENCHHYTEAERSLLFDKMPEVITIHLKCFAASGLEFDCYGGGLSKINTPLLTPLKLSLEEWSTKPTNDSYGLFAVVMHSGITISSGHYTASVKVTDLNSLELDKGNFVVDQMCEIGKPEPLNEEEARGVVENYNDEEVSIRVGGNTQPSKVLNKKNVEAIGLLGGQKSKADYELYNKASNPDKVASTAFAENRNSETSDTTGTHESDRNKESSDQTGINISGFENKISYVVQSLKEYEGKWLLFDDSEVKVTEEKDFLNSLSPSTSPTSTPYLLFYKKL
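USP1/UAF1 complex (1 nM) preincubated 15 min at room temperature with compound, then Ub-Rho substrate (150 nM final) added. Kinetic fluorescence at 480/540 nm over 6 reads at 60 s intervals; 50 mM HEPES pH 7.8, 0.5 mM EDTA, 0.1 mg/ml BSA, 1 mM TCEP, 0.01% Tween-20.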
* hit, by the source's call; ? = inconclusive; · = no result given; & = joins results of further samples; [ ] = remark or other dose. Unless noted, the call rests on the fitted dose curve; in most records, active means well fitted curve in the direction sought with a large enough effect; inconclusive means small, poorly fitted or top-dose-only effect, or another doubt; inactive means no such curve, though single readings can be large; an effect the other way counts as inactive or inconclusive.

SMILES	Vif-APOBEC3F blk	Glioma ERSR ind	mIDH1 inhibitor	Vif-A3G inh	TrxR1 substrate	TrxR1 inh	LDHA block	RGS4 inhibitor	USP1-UAF1 inh
C=CCSc1nc2sc3c(c2c(=O)n1CC)CCc1ccccc1-3	-3%	-4%	2%	1%	-9%	?	1	?	-20%
COc1ccc(/C=N/NC(=O)Cn2cnc3ccccc3c2=O)cc1	-4%	-1%	1%	1%	-1%	6%	-3	11%	-16%
COc1ccc(Cn2cnc3sccc3c2=O)cc1	-6%	2%	0%	3%	-4%	2%	-10	17%	11%
CC(C)c1ccc(NC(=O)NCc2ccc(F)cc2)cc1	2%	1%	-1%	-21%	2%	25%	-5	17%	-23%
CCOC(=O)C1(Cc2ccccc2)CCCN(CCO)C1 (stereo not drawn)	10%	-6%	1%	0%	7%[57.1 µM]	22%[57.1 µM]	0	-3%	-24%
C=CCn1c(O)c2ccc(C(=O)N=NC(=O)COc3ccccc3F)cc2c1O	4%	-3%	7%	1%	5%	13%	3	-4%	-11%
Cc1cc(NC(=O)CSc2nc(-c3cccs3)nc3ccccc23)no1	?	2%	-7%	?	9%	9%	-8	-4%	-5%
CCCCc1nn2c(=O)cc(COC(=O)c3ccccc3NC(=O)C3CCCCC3)nc2s1	-1%	-3%	-2%	0%	-6%[57.1 µM]	3%[57.1 µM]	-5	-4%	-3%
O=C(c1cc2c([nH]c1=O)CCCC2)N1CCc2c([nH]c3ccccc23)C1c1ccccc1F (stereo not drawn)	6%	-2%	-10%	1%	2%[57.1 µM]	13%[11.4 µM]	-2	-13%	-9%
Cc1cc(C)n(C(=O)C(C)n2nc([N+](=O)[O-])c(Br)c2C)n1 (stereo not drawn)	11%	-5%	5%	2%	-5%	-4%	-4	-15%	-4%
CC1=C([N+](=O)[O-])C(c2ccc(O)c(O)c2)NC(=O)N1 (stereo not drawn)	-2%	-7%	1%	-1%	1%	-5%	3	-19%	-12%
CC(=O)N1N=C(c2ccccc2)CC1c1ccccc1 (stereo not drawn)	1%	0%	6%	-1%	5%[57.1 µM]	-3%[57.1 µM]	-4	-23%	-10%
O=[N+]([O-])c1ccc(-c2ccc(S(=O)(=O)N3CCOCC3)cc2)cc1	-18%	-2%	9%	0%	2%	16%	0	-15%	-22%
CCCCc1cc(=O)oc2c(C)c(OCC(=O)N3CCC(C(=O)O)(c4ccccc4)CC3)ccc12	1%	4%	-6%	-3%	56%[activator]	-6%	-4	-10%	-8%
O=C(Cn1ncc(Cl)c(Cl)c1=O)NC1CCS(=O)(=O)C1 (stereo not drawn)	-2%	-14%	10%	-30%	-2%	13µM*	-1	-52%	-26%
O=C(NCC(=O)N1CCCC1)c1ccc(Cl)cc1	-9%	-1%	5%	-1%	2%	24%	-2	-7%	-5%
O=[N+]([O-])c1cc([N+](=O)[O-])c(N2CCCCCC2)cc1NCCO	-8%	0%	-5%	-5%	-12%	-9%	8	-1%	-7%
CC(=O)c1ccc(-n2c(CCC(=O)O)ccc2-c2ccc(Br)cc2)cc1	-6%	-2%	-16%	-1%	1%	11%	-6	-33%	-20%
CCOC(=O)COc1ccsc1C(=O)OC	-3%	-5%	0%	-1%	1%	-5%	0	1%	-5%
Cc1ccc(S(=O)(=O)N(C)c2ccccc2C(=O)Nc2c(F)cccc2F)cc1	3%	-3%	0%	4%	-3%[57.1 µM]	-9%[57.1 µM]	-9	18%	-13%
CC(C(=O)N1CCN(Cc2ccccc2)CC1)n1ncn2cccc2c1=O (stereo not drawn)	8%	1%	2%	4%	10%[57.1 µM]	40%	0	-9%	-21%
CCOC(=O)C1CCCN(C(=O)CCc2nc3sc4c(c3c(=O)[nH]2)CCCC4)C1 (stereo not drawn)	-24%	-2%	-1%	-8%	-1%	9%	-2	19%	-8%
O=C1C(=O)N(Cc2cccnc2)C(c2cccc([N+](=O)[O-])c2)/C1=C(\O)c1ccc2c(c1)OCCO2 (stereo not drawn)	-16%	0%	-5%	-2%	-1%[57.1 µM]	5%[57.1 µM]	-2	-21%[56.9 µM]	-22%
CCN(CC(=O)Nc1ccc(NC(C)=O)cc1)C(=O)CCCOc1ccc(C(C)(C)C)cc1	-19%	-3%	10%	-8%	-13%	6%	-1	-35%	-15%
CCOc1ccccc1OCCCC(=O)N1CCN(S(=O)(=O)c2ccc(Cl)cc2)CC1	1%	-2%	-12%	-2%	-5%	6%	-2	-18%	-17%
O=C1C=CC(=Nc2cccc3c2C(=O)c2ccccc2-3)O1	-14%	4%	7%	?	-5%[57.1 µM]	4%[2.29 µM]	3	-21%	?
COc1ccc(C(C)(C)C)cc1NC(=O)C1C2C=CC(C2)C1C(=O)O (stereo not drawn)	1%	-4%	-3%	0%	3%	3%	2	11%	-6%
CCCCCCCCNCCS(=O)(=O)NCc1ccc(OC)cc1	4%	0%	-1%	-2%	-11%	-20%	3	9%	-13%
Cc1ccc(C)c(NC(=S)NNC(=O)c2cc3c(s2)CCC(C)C3)c1 (stereo not drawn)	-8%	-4%	-3%	0%	-10%	-21%	-8	7%	-13%
Cc1ccc(OCC(=O)Nc2ccc(C(N)=O)cc2)cc1	-17%	1%	-3%	0%	9%[57.1 µM]	10%[57.1 µM]	-1	-16%	-12%

Next part; the last 2 above are carried over.
SMILES	Vif-APOBEC3F blk	Glioma ERSR ind	mIDH1 inhibitor	Vif-A3G inh	TrxR1 substrate	TrxR1 inh	LDHA block	RGS4 inhibitor	USP1-UAF1 inh
Cc1ccc(C)c(NC(=S)NNC(=O)c2cc3c(s2)CCC(C)C3)c1 (stereo not drawn)	-8%	-4%	-3%	0%	-10%	-21%	-8	7%	-13%
Cc1ccc(OCC(=O)Nc2ccc(C(N)=O)cc2)cc1	-17%	1%	-3%	0%	9%[57.1 µM]	10%[57.1 µM]	-1	-16%	-12%
CC(=O)c1ccc(-c2ccc([C@H]3[C@@H]4C=CCC[C@@]4(C)C(=O)N3Cc3ccccc3)c(F)c2)cc1	1%	-2%	3%	-1%	-7%	-1%	-3	-1%	-12%
COc1ccc(C(=O)NCC(C)NC(=O)c2ccc(OC)c(OC)c2)cc1OC (stereo not drawn)	11%	-4%	4%	-2%	4%[57.1 µM]	31%	-3	2%	-1%
CCN1CCSc2ccc(C(=O)NCc3cccc(Br)c3)cc21	2%	0%	4%	-11%	38%[activator][57.1 µM]	20%[57.1 µM]	-2&-6	-7%&36%	-11%&-22%
CN(CC(=O)Nc1ccc(F)cc1)C(=O)COc1ccccc1Cc1ccccc1	-5%	-5%	0%	-3%	-12%	-5%	-4	-2%	-9%
Cc1cc(C(=O)N/N=C/c2ccc(-c3cccc(Cl)c3)o2)n[nH]1	-3%	1%	6%	0%	29%	-2%	-5	10%	-11%
COc1ccc(-n2nc(C(=O)NCC(=O)N3CCCCC3)c3ccccc3c2=O)c(OC)c1	-21%	-1%	-9%	0%	-3%	11%	-10	34%	-5%
COc1cccc(C(=O)N2c3nc(-c4ccco4)nn3C3(CCCCC3)[C@@H]3CCCC[C@@H]32)c1	-1%	-4%	9%	-8%	6%	8.9µM*	6	-29%	-4%
Nc1[nH]c(=O)nc2c1ncn2C1OC(CO)C(O)C1O (stereo not drawn)	·	-5%	·	6%	-3%[0.0914 µM]	3%	0	-18%	·
O=c1c(NCc2cccs2)nccn1-c1ccccc1	1%	3%	-2%	2%	6%[57.1 µM]	15%[57.1 µM]	-2	2%	-9%

In another format: results already given.
Each structure is followed by: Vif-APOBEC3F blk | Glioma ERSR ind | mIDH1 inhibitor | Vif-A3G inh | TrxR1 substrate | TrxR1 inh | LDHA block | RGS4 inhibitor | USP1-UAF1 inh
- Nc1[nH]c(=O)nc2c1ncn2C1OC(CO)C(O)C1O (stereo not drawn)
    · | -5% | · | 6% | -3%[0.0914 µM] | 3% | 0 | -18% | ·
- COc1ccc(C(=O)NCC(C)NC(=O)c2ccc(OC)c(OC)c2)cc1OC (stereo not drawn)
    11% | -4% | 4% | -2% | 4%[57.1 µM] | 31% | -3 | 2% | -1%
- CCN1CCSc2ccc(C(=O)NCc3cccc(Br)c3)cc21
    2% | 0% | 4% | -11% | 38%[activator][57.1 µM] | 20%[57.1 µM] | -2&-6 | -7%&36% | -11%&-22%
- COc1ccc(-n2nc(C(=O)NCC(=O)N3CCCCC3)c3ccccc3c2=O)c(OC)c1
    -21% | -1% | -9% | 0% | -3% | 11% | -10 | 34% | -5%

Source: PubChem

Not all compounds are listed. The share of hits here may be higher or lower than overall.
